GSIS activator – primary screen for activators of insulin secretion dependent on glucose, INS-1E cells, GLuc reporter luminescence; INS-1E GLuc reporter insulin secretion, 2-3 h; activation, % at 16.6 µM; 370,000 compounds, 0.61% hits;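 active = lowest replicate activation of at least 40%, so every replicate reaches that level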;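 note: 0% = median of neutral control wells and 100% = median of IBMX positive control wells; some compounds called inactive have numbers as strong as hits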
esBAF inh – SWI/SNF esBAF complex inhibition. AID 602393. mouse ES cells, Bmi1-luciferase knock-in reporter, 24 h; 100% = twice the neutral-well signal. reporter increase, % at 12.5 µM. 350,000 compounds, 2% hits; in the data active = activation above about 40%;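 note: 0% = median of the plate's neutral control wells and 100% = double that signal; a rise in the Bmi1 reporter signal indicates esBAF inhibition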
ARNT TACC3 PPI – disruptors of human ARNT/TACC3 interaction | Q9Y6A5 | inhibition, % at 9.99 µM | AlphaScreen His-ARNT PAS-B/GST-TACC3 binding, luminescence; TACC3 fragment carries E629A point mutation | 390,000 compounds, 0.66% hits;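 active = mean inhibition of replicates at least 50% and at least half of replicates each reaching 50%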;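 note: 0% = complete ARNT plus TACC3 wells and 100% = ARNT alone without TACC3; many hits fall short of the cut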
ERAP1 inh – inhibitors of human ERAP1 aminopeptidase; 340,000 compounds, 0.15% hits; recombinant ERAP1, Leu-AMC fluorescence, 60 min; inhibition, % at 10.7 µM; Q9NZ08; AID 652197;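 active = mean replicate inhibition of at least 30%, or all replicates individually reaching that 30% level; inactive = mean below 30% and not every replicate reaching it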;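 note: 0% = neutral control wells and 100% = L-leucinethiol positive control wells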
Target sequence (Q9NZ08 whole entry, looked up): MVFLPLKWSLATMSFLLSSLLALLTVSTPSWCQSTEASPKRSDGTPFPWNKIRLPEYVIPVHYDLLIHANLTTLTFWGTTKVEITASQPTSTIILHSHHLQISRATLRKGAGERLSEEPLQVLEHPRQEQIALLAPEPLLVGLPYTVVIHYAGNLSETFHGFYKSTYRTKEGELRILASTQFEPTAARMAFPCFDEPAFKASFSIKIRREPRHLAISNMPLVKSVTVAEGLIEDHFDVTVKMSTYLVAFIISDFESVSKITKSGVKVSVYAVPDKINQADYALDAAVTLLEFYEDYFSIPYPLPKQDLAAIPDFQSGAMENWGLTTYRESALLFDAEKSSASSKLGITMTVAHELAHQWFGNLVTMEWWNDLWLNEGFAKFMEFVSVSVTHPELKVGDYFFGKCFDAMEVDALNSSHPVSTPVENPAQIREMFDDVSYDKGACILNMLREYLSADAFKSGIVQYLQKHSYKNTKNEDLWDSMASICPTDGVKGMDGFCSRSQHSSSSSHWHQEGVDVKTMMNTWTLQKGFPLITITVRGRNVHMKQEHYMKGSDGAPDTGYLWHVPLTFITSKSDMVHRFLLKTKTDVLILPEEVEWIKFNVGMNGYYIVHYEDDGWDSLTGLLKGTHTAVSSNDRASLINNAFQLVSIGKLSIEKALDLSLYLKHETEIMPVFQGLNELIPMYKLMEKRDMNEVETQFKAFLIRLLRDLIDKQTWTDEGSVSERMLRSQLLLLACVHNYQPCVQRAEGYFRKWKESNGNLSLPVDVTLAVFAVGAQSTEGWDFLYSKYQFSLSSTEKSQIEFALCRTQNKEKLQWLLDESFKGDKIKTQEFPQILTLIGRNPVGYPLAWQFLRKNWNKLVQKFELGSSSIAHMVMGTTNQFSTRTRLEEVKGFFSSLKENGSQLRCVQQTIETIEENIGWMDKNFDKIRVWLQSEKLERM
F508del corr – CFTR F508del correction in bronchial cells; CFBE cells, YFP halide quenching; stimulated with forskolin plus potentiator P3; % fluorescence drop versus neutral controls; 350,000 compounds, 0.36% hits; AID 720511; activity (quench increase), % at 7.58 µM;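 active = mean added fluorescence quench of at least 8% versus neutral control, with both replicates also reaching 8%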;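 note: cells transiently co-express mutant CFTR-F508del with the halide-sensitive YFP; corrector assay measuring rescue of mutant channel to the surface after 24 h compound exposure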
XiGFP reactiv – activators of X-chromosome reactivation in mouse fibroblasts. activation, % at 7.58 µM. AID 743238. 360,000 compounds, 0.055% hits. XiGFP mouse fibroblasts, % GFP-positive cells imaging, 3 d; cells co-treated with 5-aza-dC sensitizer; scaled so ellipticine positive control = 100%;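 active = mean normalized replicate activation at least 10% and every replicate at or above 10%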;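 note: 0% = median of on-plate neutral control wells and 100% = ellipticine 6 µM median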
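Assay system – SV40-immortalized XiGFP fibroblast cells, line 68-5-11 · Buffer or medium – DMEM supplemented with 5-aza-dC as sensitizing agent · Dosing – one concentration, pinned · Benchmarks – positive control ellipticine, 6 µM final · Times – 3 days compound exposure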
RAD52 anneal inh – inhibitors of human RAD52 DNA annealing. P43351. recombinant RAD52 DNA annealing, FRET fluorescence. inhibition, % at 18.7 µM. 360,000 compounds, 0.46% hits;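 active = every replicate showing at least 50% inhibition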
RAD54 branch – RAD54 (human) branch migration inhibition; RAD54 Holliday junction branch migration, FAM/BHQ fluorescence; inhibition, % at 10.4 µM; 360,000 compounds, 0.14% hits;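 active = mean normalized replicate activity at least 40 and at least half of replicates scoring 40 or more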;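 note: 0% = median of neutral control wells and 100% = median of positive control wells; inhibitors cause a drop in the FAM fluorescence signal; in these data hits start at about 50%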
Starred values were filed as active, the others as inactive. Rows were taken by chance. Share with any hit: about 3.3%.

O=C(NC1CCCC1)[C@@H]1[C@@H](CO)[C@@H]2Cn3c(ccc(-c4ccccc4)c3=O)[C@@H]2N1CCc1ccccc1 was read as GSIS activator 0, esBAF inh 0, ARNT TACC3 PPI 18, ERAP1 inh 1, F508del corr 2.1, XiGFP reactiv 0.3, RAD52 anneal inh 14 and RAD54 branch -3.
`COc1ccc(CCN2C(=O)COc3ccccc3C2C(=O)NC(C)(C)C)cc1OC` (stereo unspecified) gave GSIS activator 21, ERAP1 inh 0, F508del corr -1.7, XiGFP reactiv 0.1 and RAD52 anneal inh -12.
O=C(COC(=O)Cc1c[nH]c2ccccc12)Nc1c(Cl)cccc1C(F)(F)F was read as GSIS activator -6, ARNT TACC3 PPI 0, ERAP1 inh -10, F508del corr -0.4, XiGFP reactiv 0.0 and RAD52 anneal inh -40.
`CCOC(=O)c1c(NC(=O)C[n+]2ccc(N(C)C)cc2)sc(C)c1C` gave GSIS activator 0, esBAF inh 9, ARNT TACC3 PPI -4, ERAP1 inh 5, F508del corr -0.6, XiGFP reactiv 0.0, RAD52 anneal inh -8 and RAD54 branch 1.
For C[C@@H]1CN([C@H](C)CO)C(=O)c2c(c3ccccc3n2C)-c2ccccc2CO[C@@H]1CN(C)CC1CCCCC1 the results were GSIS activator 15, ERAP1 inh 0, F508del corr 2.7, XiGFP reactiv -0.1 and RAD52 anneal inh 31.
For CN(C)S(=O)(=O)N1CCN(CC(O)COc2ccc(-c3ccccc3)cc2)CC1 (stereo unspecified) the results were GSIS activator 19, esBAF inh 0, ARNT TACC3 PPI -7, ERAP1 inh -1, F508del corr -2.2, XiGFP reactiv 0.2, RAD52 anneal inh -10 and RAD54 branch -2.
Clc1ccc(-c2cccc3nccn23)c(Cl)c1 was read as GSIS activator 35, esBAF inh -4, ERAP1 inh 0, F508del corr -4.2, XiGFP reactiv -0.1, RAD52 anneal inh -40 and RAD54 branch 4.
Screening COCCn1c(=O)[nH]c2cc(C(=O)N3CCN(c4cccc(C)c4C)CC3)ccc2c1=O returned GSIS activator -1, esBAF inh 3, ARNT TACC3 PPI -3, ERAP1 inh 3, F508del corr 0.4, XiGFP reactiv 0.3, RAD52 anneal inh -5 and RAD54 branch -6.
`COc1ccc(Cn2c(=S)[nH]c3cc(C(=O)NCCCN4CCOCC4)ccc3c2=O)cc1` gave GSIS activator -5, esBAF inh 2, ARNT TACC3 PPI 2, ERAP1 inh 1, F508del corr -0.9, XiGFP reactiv 0.0, RAD52 anneal inh 8 and RAD54 branch -4.
`CO[C@@H]1CN(C)C(=O)c2cc(NC(=O)Nc3ccccc3F)ccc2OC[C@H](C)N(CCC(F)(F)F)C[C@H]1C` gave GSIS activator -7, esBAF inh 12, ARNT TACC3 PPI 5, ERAP1 inh 0, F508del corr 1.1, XiGFP reactiv 0.2, RAD52 anneal inh -40 and RAD54 branch 0.
`CCN1[C@@H]2c3ccc(-c4ccncc4)c(=O)n3C[C@H]1[C@H](CO)[C@H]2C(=O)NCc1ccccc1` gave GSIS activator -2, esBAF inh -1, ARNT TACC3 PPI -26, ERAP1 inh 1, F508del corr 1.4, XiGFP reactiv 0.2, RAD52 anneal inh 7 and RAD54 branch -5.
`CCCN1C(=O)c2cc(C(=O)NC3CCCC3)ccc2C1O` (stereo unspecified) gave GSIS activator 10, esBAF inh -1, ARNT TACC3 PPI -3, F508del corr -0.1, XiGFP reactiv 0.1, RAD52 anneal inh -10 and RAD54 branch -11.
`CC(C)C(=O)NC(=O)[C@@H]1CCCN1C(=O)/C=C/c1ccccc1` gave GSIS activator 9, esBAF inh 3, ARNT TACC3 PPI -5, ERAP1 inh 1, F508del corr 0.8, XiGFP reactiv 0.0, RAD52 anneal inh -20 and RAD54 branch -2.
`CCOC(=O)c1c(C)[nH]c(C)c1C(=O)CN1C(=O)NC2(CCCCCC2)C1=O` gave GSIS activator 3, esBAF inh 5, ERAP1 inh 1, F508del corr 0.3, XiGFP reactiv 0.2, RAD52 anneal inh -16 and RAD54 branch 2.
Screening O=C(Nc1cccc(S(=O)(=O)N2CCOCC2)c1)c1ccc2ccccc2n1 returned GSIS activator -6, esBAF inh 26, ARNT TACC3 PPI -67, ERAP1 inh -3, F508del corr -0.5, XiGFP reactiv 0.0, RAD52 anneal inh -21 and RAD54 branch 12.
Screening COc1ccc(S(=O)(=O)N(C)C)cc1NC(=O)Cc1ccc(S(=O)(=O)N2CCOCC2)s1 returned GSIS activator -29, esBAF inh -3, ARNT TACC3 PPI 27, ERAP1 inh 5, F508del corr 0.2, XiGFP reactiv 0.1, RAD52 anneal inh -15 and RAD54 branch -2.
CCC1(CC)NC(=O)N(CC(=O)OC(C)C(=O)Nc2ccc(S(N)(=O)=O)cc2)C1=O (stereo unspecified) was read as GSIS activator 6, esBAF inh 1, ERAP1 inh -1, F508del corr 1.2, XiGFP reactiv 0.0, RAD52 anneal inh 0 and RAD54 branch -1.
For C[C@H]1CN([C@@H](C)CO)C(=O)c2cc(NC(=O)C3CCCCC3)ccc2O[C@@H]1CN(C)C(=O)Nc1ccccc1 the results were GSIS activator 8, esBAF inh -7, ARNT TACC3 PPI -12, ERAP1 inh 3, F508del corr -1.2, XiGFP reactiv 0.2, RAD52 anneal inh 13 and RAD54 branch 5.
`N#Cc1nc(COc2ccccc2)oc1NCCCn1ccnc1` gave GSIS activator 1, esBAF inh 26, ARNT TACC3 PPI 8, ERAP1 inh -3, RAD52 anneal inh 4 and RAD54 branch -2.
O=C1c2cccnc2C(O)N1Cc1ccccc1 (stereo unspecified) was read as GSIS activator 5, esBAF inh -3, ARNT TACC3 PPI 1, ERAP1 inh -2, F508del corr -3.3, RAD52 anneal inh -12 and RAD54 branch -6.
Screening CC1(C)CC(=O)C=C(Nc2ccc(O)cc2)C1 returned GSIS activator -6, esBAF inh -6, ERAP1 inh -1, F508del corr -4.4, XiGFP reactiv 0.3, RAD52 anneal inh 3 and RAD54 branch -3.
Screening COC(=O)C1=C(C)Nc2ncnn2C1c1ccc(C)o1 (stereo unspecified) returned GSIS activator 6, esBAF inh 6, ARNT TACC3 PPI -2, F508del corr 0.3, XiGFP reactiv 0.3, RAD52 anneal inh -13 and RAD54 branch 3.
For Cc1cc(C(=O)Nc2cccc([N+](=O)[O-])c2)c(C)o1 the results were GSIS activator -11, ARNT TACC3 PPI 1, ERAP1 inh 1, XiGFP reactiv 0.3, RAD52 anneal inh -8 and RAD54 branch -1.
`COc1cc(OC)c(OC)cc1CN1CCCC(C(=O)N2CCCC2)C1` (stereo unspecified) gave GSIS activator 21, esBAF inh -5, ARNT TACC3 PPI -2, ERAP1 inh -6, F508del corr -1.8, XiGFP reactiv 0.1, RAD52 anneal inh -10 and RAD54 branch -9.
Screening CCN(CC)C(=O)c1ncn(C)c1C(=O)N(CC)CC returned GSIS activator -2, esBAF inh -5, ARNT TACC3 PPI -10, ERAP1 inh 107*, F508del corr -3.7, XiGFP reactiv 0.0, RAD52 anneal inh -8 and RAD54 branch -2.
O=C(C[C@@H]1C=C[C@@H](NC(=O)Nc2ccc(C(F)(F)F)cc2)[C@@H](CO)O1)NCCN1CCCC1 was read as GSIS activator 8, esBAF inh -3, ARNT TACC3 PPI -12, ERAP1 inh 1, F508del corr -0.9, XiGFP reactiv 1.1, RAD52 anneal inh -7 and RAD54 branch 7.
Screening Cc1cc(S(=O)(=O)N2CCOCC2)ccc1OCC(=O)Nc1ccc(F)c(Cl)c1 returned GSIS activator 10, esBAF inh 9, ARNT TACC3 PPI -10, ERAP1 inh -1, F508del corr 0.5, XiGFP reactiv 0.0, RAD52 anneal inh -14 and RAD54 branch -9.
For C/C(=N/NS(=O)(=O)c1ccc(C)cc1C)c1c[nH]c2ccccc12 the results were GSIS activator 22, esBAF inh -6, ARNT TACC3 PPI 2, ERAP1 inh -3, F508del corr 0.6, XiGFP reactiv 0.0, RAD52 anneal inh -30 and RAD54 branch -2.
For CCOC(=O)c1ccc(C(=O)NNC(=O)C2C3C=CC(C3)C2C(=O)O)cc1 (stereo unspecified) the results were GSIS activator -5, esBAF inh -2, ARNT TACC3 PPI -13, ERAP1 inh 2, F508del corr -0.1, XiGFP reactiv 0.2, RAD52 anneal inh -17 and RAD54 branch -8.
`COc1ccccc1C(=O)NC(CCSC)C(=O)OCC(=O)N1CCCC1=O` (stereo unspecified) gave GSIS activator 51, esBAF inh -1, ARNT TACC3 PPI -12, ERAP1 inh -2, F508del corr -3.6, XiGFP reactiv 0.0, RAD52 anneal inh -9 and RAD54 branch 3.
Screening CCC(=O)N1CCc2cc(S(=O)(=O)CCC(=O)N3CCCC(C)C3)ccc21 (stereo unspecified) returned GSIS activator -4, esBAF inh 7, ARNT TACC3 PPI 1, ERAP1 inh 5, F508del corr 1.0, XiGFP reactiv 0.0, RAD52 anneal inh -12 and RAD54 branch 4.
Screening CCC(=O)Nc1ccc(S(=O)(=O)Nc2nccs2)cc1 returned GSIS activator 25, esBAF inh 2, ARNT TACC3 PPI -2, ERAP1 inh 0, F508del corr 0.1, XiGFP reactiv 0.0, RAD52 anneal inh -7 and RAD54 branch -3.
Screening Cc1ccc2c(C)c(C(=O)N3CCC(O)(c4ccccc4)CC3)oc2c1C returned GSIS activator -22, esBAF inh -2, ARNT TACC3 PPI 5, ERAP1 inh -8, F508del corr 0.5, XiGFP reactiv 0.0, RAD52 anneal inh 1 and RAD54 branch -12.
`O=C(NCc1ccco1)C1CCCN(S(=O)(=O)c2ccc(-n3cnnn3)cc2)C1` (stereo unspecified) gave GSIS activator 17, esBAF inh -4, ERAP1 inh -2, RAD52 anneal inh -12 and RAD54 branch -7.
Screening COc1ccc(-c2ccc(C(=O)NCc3ccccc3)c3occc23)c(C)c1 returned esBAF inh 50*, ERAP1 inh 5, F508del corr -4.7, XiGFP reactiv 0.2, RAD52 anneal inh 1 and RAD54 branch 3.
C[C@@H]1CCCCO[C@H](CN(C)Cc2ccc(C(F)(F)F)cc2)[C@H](C)CN([C@H](C)CO)C(=O)c2cc(NC(=O)c3ccncc3)ccc2O1 was read as GSIS activator -19, esBAF inh 0, ARNT TACC3 PPI 3, ERAP1 inh -2, F508del corr -1.3, XiGFP reactiv 0.1, RAD52 anneal inh -2 and RAD54 branch 2.
Screening COc1ccc(CN(C)C[C@@H]2Oc3ccc(NS(C)(=O)=O)cc3C(=O)N([C@H](C)CO)C[C@H]2C)cc1 returned GSIS activator 13, esBAF inh -2, ARNT TACC3 PPI -5, ERAP1 inh 1, F508del corr -0.5, XiGFP reactiv 0.2, RAD52 anneal inh -1 and RAD54 branch -32.

Among those listed so far, these have a Cl atom.
O=C(COC(=O)Cc1c[nH]c2ccccc12)Nc1c(Cl)cccc1C(F)(F)F was read as GSIS activator -6, ARNT TACC3 PPI 0, ERAP1 inh -10, F508del corr -0.4, XiGFP reactiv 0.0 and RAD52 anneal inh -40.
Clc1ccc(-c2cccc3nccn23)c(Cl)c1 was read as GSIS activator 35, esBAF inh -4, ERAP1 inh 0, F508del corr -4.2, XiGFP reactiv -0.1, RAD52 anneal inh -40 and RAD54 branch 4.
Screening Cc1cc(S(=O)(=O)N2CCOCC2)ccc1OCC(=O)Nc1ccc(F)c(Cl)c1 returned GSIS activator 10, esBAF inh 9, ARNT TACC3 PPI -10, ERAP1 inh -1, F508del corr 0.5, XiGFP reactiv 0.0, RAD52 anneal inh -14 and RAD54 branch -9.

Screens (PubChem)
